Bioassay records: PubChem, National Center for Advancing Translational Sciences (NCATS)
AmpC detergent: blocks E. coli AmpC beta-lactamase in detergent assay; hit rate 0.041% among 370,000; Potency, µM (titrated, usually from 114 µM), without a hit: top-dose activity change, negative = inhibition, actives largely listed as inhibitors; AmpC hydrolysis of nitrocefin, absorbance 480 nm, 0.01% Triton;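 note: potency is the fitted concentration of half-maximal effect; 0% = no-compound wells and -100% = no-enzyme wells; nearly all actives have a fitted effect of over 25% in size; some results filed as inactive show a strong effect at the top dose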
Target sequence (P00811 whole entry, looked up): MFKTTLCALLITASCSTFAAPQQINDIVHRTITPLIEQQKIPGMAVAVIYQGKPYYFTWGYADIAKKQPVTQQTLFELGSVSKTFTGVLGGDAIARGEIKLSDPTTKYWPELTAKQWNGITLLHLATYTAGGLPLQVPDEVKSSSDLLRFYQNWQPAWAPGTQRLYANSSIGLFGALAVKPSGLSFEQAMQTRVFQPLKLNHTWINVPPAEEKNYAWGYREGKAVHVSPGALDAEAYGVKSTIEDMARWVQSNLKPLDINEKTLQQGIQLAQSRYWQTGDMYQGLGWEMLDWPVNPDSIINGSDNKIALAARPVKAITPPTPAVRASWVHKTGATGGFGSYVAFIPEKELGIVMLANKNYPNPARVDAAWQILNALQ
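AmpC (5.3 nM in the dispensed reagent) in 20 mM phosphate pH 7.0 with 0.01% (detergent screen) or 0.0001% Triton X-100 was preincubated with compounds for 15 min at room temperature. Nitrocefin was then added from an 800 uM solution, and hydrolysis was followed at 480 nm.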
Tb PYK inh: blocks Trypanosoma brucei pyruvate kinase | Q57TT1 | TbPYK enzyme, Kinase-Glo Plus ATP luminescence, 45 min | Potency, µM (doses to about 76.8 µM), for inactives: top-dose activity, negative = inhibition, hits mostly inhibitors | hit rate 0.12% among 410,000 | AID 624173; note: potency is the fitted concentration of half-maximal effect; nearly all actives have a fitted effect of over 50% in size
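Luminescence from Kinase-Glo Plus, added after a 45-minute room-temperature reaction, served as the end-point read-out. The enzyme and substrate were preincubated with compound before ADP (130 uM final) initiated turnover. Concentration-effect curves came from normalized qHTS data.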
AMA1 RON2 block: inhibitors of Plasmodium falciparum AMA1-RON2 interaction; hit rate 0.2% among 360,000; Potency, µM (series often up to 58.2 µM), without a hit: at the top dose activity change, negative = inhibition, hits mostly inhibitors; AlphaScreen AMA1-biotinylated RON2 peptide binding;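 note: potency is the fitted concentration of half-maximal effect; 0% = vehicle wells and -100% = peptide control; nearly all actives have a fitted effect of over 45% in size; some results filed as inactive show a strong effect at the top dose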
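AMA1 (3D7) with his tag at 25 nM final met compounds first, then biotinylated RON2 peptide at 25 nM; detection used donor plus acceptor beads, 10 µg/mL apiece, read by AlphaScreen after 30 min at room temperature.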
HCV inh: blocks hepatitis C virus; Huh7.5.1 HCVcc-Cre infection, luciferase reporter, 44 h; Potency, µM (series often up to 41.8 µM), for inactives: at the highest dose activity change, negative = inhibition, hits mostly inhibitors; hit rate 3.4% among 340,000; AID 651820; note: potency is the fitted concentration of half-maximal effect
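Reporter virus HCVcc-Cre (~0.5 moi) infects cells exposed to compound; seeding density 1,000 cells/well with 4 h settling beforehand. Luminescence, 15 sec read, taken 44 h post-infection following a 15 min RT substrate incubation.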
AmpC no deterg: inhibitors of E. coli AmpC beta-lactamase without detergent; AmpC nitrocefin hydrolysis, absorbance 480 nm, 0.0001% Triton; Potency, µM (doses to about 57.1 µM), without a hit: at the highest dose activity change, negative = inhibition, usual class: inhibitors; hit rate 0.52% among 330,000;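 note: potency is the fitted concentration of half-maximal effect; plate controls were no compound for no effect and no enzyme for full effect; nearly all actives have a fitted effect of over 20% in size; some results filed as inactive show a strong effect at the top dose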
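20 mM phosphate pH 7.0 + 0.01% (detergent screen) or 0.0001% Triton X-100; 5.3 nM AmpC reagent; cpd preinc 15 min RT; nitrocefin (800 uM stock) to start; A480 q20 s × 4 min; Activity was normalised to no-enzyme and no-compound control wells.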
LmPK inhibitor: LmPK (Leishmania mexicana) enzyme inhibition | purified LmPK, Kinase-Glo ATP luminescence, 1 h | Potency, µM (highest dose often 57.5 µM), without a hit: at the highest dose activity change, negative = inhibition, most hits filed as inhibitors | hit rate 0.37% among 290,000; note: potency is the fitted concentration of half-maximal effect
Target sequence (Q27686 whole entry, looked up): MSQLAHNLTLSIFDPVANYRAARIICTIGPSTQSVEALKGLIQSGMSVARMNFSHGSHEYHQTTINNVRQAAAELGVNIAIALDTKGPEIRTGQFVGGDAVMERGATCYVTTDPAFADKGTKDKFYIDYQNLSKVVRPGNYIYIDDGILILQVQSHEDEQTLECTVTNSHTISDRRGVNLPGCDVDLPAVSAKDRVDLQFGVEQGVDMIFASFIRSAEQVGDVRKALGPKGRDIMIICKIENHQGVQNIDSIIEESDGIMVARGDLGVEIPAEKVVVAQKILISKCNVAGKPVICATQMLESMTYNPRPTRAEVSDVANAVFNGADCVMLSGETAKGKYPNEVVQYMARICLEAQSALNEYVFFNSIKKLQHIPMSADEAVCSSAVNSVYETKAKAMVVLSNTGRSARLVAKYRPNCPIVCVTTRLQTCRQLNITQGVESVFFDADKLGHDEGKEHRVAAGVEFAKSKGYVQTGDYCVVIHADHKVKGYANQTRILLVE
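Purified LmPK (0.1 nM) converted ADP (0.1 mM) to ATP with PEP (0.5 mM) in imidazole buffer pH 7.2 with KCl and MgCl2, 1 h at room temperature. ATP was read by Kinase-Glo luminescence; data normalized to uninhibited and no-enzyme controls.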
HCMV inh: blocks human cytomegalovirus replication | HFF cells, HCMV-luciferase reporter, 72 h; hits give low values | activity change, negative = inhibition, % at 57.5 µM | hit rate 4.5% among 410,000 | AID 1259415; in the data active = activity change below about -60%; inconclusive = no clear call, values can overlap the other calls; inactive = above about -39%
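After 16 h attachment at 37C, HFF cells received test compound and HCMV-luciferase (1 PFU/cell); reporter luminescence read 72 h later, data normalized against buffer-only and known inhibitor Salinomycin.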
* = called active by the depositor; ? = inconclusive; · = not tested or not shown; & = joins results of further samples; [ ] = another dose, or the depositor's remark. Unless noted, calls come from the whole dose curve; as a rule, active = well fitted curve in the direction sought with a large enough effect; inconclusive = small, poorly fitted or top-dose-only effect, or another doubt; inactive = no such curve, though single readings can be large; an effect the other way counts as inactive or inconclusive. Unless noted, % is set by controls: 0 for no effect and ±100 for the full control effect. Hits appear at their usual frequency; any-hit rate near 7.5%.

Molecule,AmpC detergent,Tb PYK inh,AMA1 RON2 block,HCV inh,AmpC no deterg,LmPK inhibitor,HCMV inh
CC(Oc1ccccc1Cl)C(=O)N(Cc1cccs1)C1CCS(=O)(=O)C1 (stereo not drawn),?,6.9%,-3.9%,-1.5%,56.6%,-4.9%,-30.5
CC(C(=O)OCC(=O)c1ccc(F)cc1)N1C(=O)C2C3C=CC(C3)C2C1=O (stereo not drawn),?,-4.2%,-1.4%,21.1%,-8.1%,-4.0%,10.6
Cc1sc(NC(=O)COc2ccccc2)c(C#N)c1C,0.7%,-16.7%,-2.1%,-22.4%,-31.2%,0.0%,-1.0
Cc1nn(CC(=O)NCCC2=CCCCC2)c(C)c1[N+](=O)[O-],-18.8%,1.8%,0.3%,?,-19.3%,·,-27.6
CC(=O)Nc1ccc(C(=O)Nc2nc(-c3cc(C)n(Cc4ccccc4)c3C)cs2)cc1,-13.5%,1.8%,13.5%,?,-14.8%,0.2%,46.4
COc1cccc(Cn2nnc3c(=O)[nH]c(C4CCCN(C(=O)c5ccccc5Cl)C4)nc32)c1 (stereo not drawn),-11.5%,-11.3%&-4.0%,14.7%,-10.8%,33.8%,0.4%,-9.0&3.5
COc1ccc(C(=O)COC(=O)COc2cccc3c2OC(C)(C)C3)c(OC)c1,?,5.8%,-10.8%,-4.6%,27.2%,·,-9.3
COc1ccc(-c2cc(NCc3ccc(C)cc3)n3cnnc3n2)cc1,-0.4%,-1.3%,·,·,·,·,-20.3
COc1ccc(N2CCN(C(=O)c3ccc(Cn4nc(C)c([N+](=O)[O-])c4C)o3)CC2)cc1,0.7%,2.8%,-21.5%,-17.5%,152.2%[activator],-3.8%,23.4
COCCn1c(N)c(Sc2ccccc2)c(=O)[nH]c1=O,-1.1%,0.0%,18.6%,13.7%,-5.8%,-0.6%,2.2
C[C@@H]1CN([C@H](C)CO)C(=O)c2cc(Br)cnc2O[C@H]1CN(C)C(=O)Cc1ccccc1,·,0.2%,-0.8%,·,·,·,0.7
Cc1sc(N)c(C#N)c1C,?,-19.6%,-7.2%,-1.6%,-33.5%,4.2%,-32.8
O=C1CC(c2ccccc2)n2nc(NS(=O)(=O)c3ccccc3)nc2N1 (stereo not drawn),-0.8%,2.4%,14.5%,11.1%,-18.2%,2.8%,-6.8
O=C(CCNC(=O)c1ccccc1Cl)Nc1cccc(S(=O)(=O)N2CCOCC2)c1,-3.9%,-1.8%,0.5%,2.8%,-22.5%,·,-26.7
CN1CCc2ccccc2CC1=O,0.4%,2.7%,-0.6%,29.8%,-21.6%,3.3%,-2.5
Cc1cc(S(=O)(=O)N2CCOCC2)ccc1NC(=O)c1ccc(F)cc1,?,-0.3%,5.4%,-13.4%,-8.0%,-1.3%,-18.2
CCS(=O)(=O)c1ccc2oc(SCC(=O)NCCC3=CCCCC3)nc2c1,?,-7.2%,5.8%,3.0%,-5.3%,1.0%,-102.8*
CCOC(=O)C1CCN(C(=O)c2cc3ccc(OC)cc3[nH]2)CC1,2.3%,5.7%,-4.6%,8.0%,38.1%,3.3%,-19.1
CCNC(=O)C1(C)CCCN1C(=O)c1cc(OC)c(OC)c(OC)c1 (stereo not drawn),·,-2.2%,0.0%,·,·,·,6.5
CCCCCOc1ccc(/C(C)=N/NC2=NCCN2)cc1,0.0%,8.4%,-0.8%,?,3.4%,4.0%,12.6
CCOC(=O)C(N)CSC1CC(=O)N(CCc2ccccc2)C1=O (stereo not drawn),-7.1%,3.8%,46.6%[activator],9.3%,3.1%,-0.1%,37.7
N=c1nc(SCCC(=O)O)ss1,3.1%,-13.7%,0.0%,1.9%,?,-14.2%,-20.2
Cc1cccc2c1-c1sc(C(=O)N3CCN(c4ccc(F)cc4)CC3)cc1CO2,15.5%,-6.7%,·,·,·,·,4.9
Cc1cccc(N2CC(C)Cn3c2nc2c3c(=O)n(CC(=O)OCc3ccccc3)c(=O)n2C)c1 (stereo not drawn),-16.4%,-9.7%,-12.4%,?,47.6%,1.0%,10.3
Cc1cccc(N(Cc2ccccc2)C(=O)CCl)c1,-11.7%,5.1%,16.4%,3.98µM*,-13.1%,-1.2%,-115.9*
CCc1cccc(C)c1NC(=O)C(CC)n1nc(C)c2c(C)n(-c3ccccc3)nc2c1=O (stereo not drawn),-5.1%,-2.8%,·,·,·,·,-1.8
Cc1nc2ccccc2n1C(=O)c1ccc(Cl)cc1[N+](=O)[O-],?,-3.5%,6.8%,12.0%,-11.9%,-1.5%,-2.0
COc1ccc(CN2C[C@@H](CO)O[C@@H](n3cnc4c(N5CCN(CCO)CC5)ncnc43)C2)cc1,·,-4.1%,1.3%,·,·,·,-24.8
O=S(=O)(Nc1ccc(N2CCCCC2)cc1)c1cccc2cccnc12,?,-12.4%,-8.7%,?,-7.4%,1.8%,-33.8
C/C(=N\NC(=O)c1c(Br)c(C)nn1C)c1cccc(NC(=O)C2CCC2)c1,-10.1%,6.0%,-6.3%,?,33.3%,-3.9%,23.1

Retrieved by compound from the entries so far:
Molecule,AmpC detergent,Tb PYK inh,AMA1 RON2 block,HCV inh,AmpC no deterg,LmPK inhibitor,HCMV inh
CCNC(=O)C1(C)CCCN1C(=O)c1cc(OC)c(OC)c(OC)c1 (stereo not drawn),·,-2.2%,0.0%,·,·,·,6.5
CC(=O)Nc1ccc(C(=O)Nc2nc(-c3cc(C)n(Cc4ccccc4)c3C)cs2)cc1,-13.5%,1.8%,13.5%,?,-14.8%,0.2%,46.4

(further entries)
Molecule,AmpC detergent,Tb PYK inh,AMA1 RON2 block,HCV inh,AmpC no deterg,LmPK inhibitor,HCMV inh
O=C(N/N=C/c1cccc([N+](=O)[O-])c1)c1ccc2nc[nH]c2c1,-4.0%,-4.5%,43.2%[activator],-23.1%,-2.4%,-7.1%,-18.7
CCN1C[C@@H]2[C@@H]3C(=O)N(Cc4ccccc4)C(=O)[C@@H]3[C@](CC)(C(=O)OC)N2C1=NC1CCCCC1,·,4.4%,-1.6%,3.4%,87.9%[activator],·,-14.6
COc1ccc(C(CC(=O)Nc2ccc(C(C)=O)cc2)N2Cc3ccccc3C2=O)cc1 (stereo not drawn),22.4%,0.0%,·,·,·,·,60.0
Cc1ccc2cc(CN(CC(C)C)S(=O)(=O)c3cccc4nonc34)c(=O)[nH]c2c1,-0.2%,-0.9%,-2.0%,5.4%,-26.9%,-2.7%,-9.0
COc1ccc(-c2ocnc2C(=O)Nc2ccc3c(c2)CCC3)cc1,-1.8%,2.8%,-1.5%,-2.0%,-29.0%,1.0%,-36.5
Cc1ccc(NC(=O)COC(=O)c2ccccc2Cl)cc1S(=O)(=O)N(C)C,?,-4.6%,7.3%,-21.3%,?,14.6%,-36.2
CC(C)N(C)c1ncnc2c1ncn2[C@H]1CN(Cc2ccc(Cl)cc2)C[C@@H](CO)O1,·,-4.1%,45.5%[activator],·,·,·,35.5
CSCCC(NC(=O)C1CCC(C)CC1)C(=O)NCCN1CCOCC1 (stereo not drawn),1.8%,-3.2%,-3.8%,5.2%,-3.2%,-3.9%,40.2
CCCOc1ccc(N2C(=O)CC(SC(=NC)Nc3ccc(F)cc3)C2=O)cc1 (stereo not drawn),-7.8%,2.9%,0.0%,6.4%,-14.1%,5.7%,8.4
Cc1occc1C(=O)N/N=C/c1sc(N2CCOCC2)nc1-c1ccccc1,?,2.7%,10.9%,-11.8%,110.0%[activator],10.3%,-5.7
CCCNC(=O)c1csc2c1CCCCC2,-4.6%,-15.5%,-7.2%,-21.3%,-19.5%,3.3%,16.7
Cc1ccccc1OCC(=O)NNC(=O)Nc1ccccc1,2.5%,-3.7%,61.4%[activator],9.1%,-25.4%,2.5%,102.9
CCOC(=O)C1CCCN(C(=O)c2cc(-c3ccc(F)cc3)nc3ccccc23)C1 (stereo not drawn),?,0.3%,4.7%,-27.6%,-5.0%[11.4 µM],-0.1%,-33.1
CNc1csc(C)c(C)c1=O,2.3%,-0.1%,-5.1%,-7.1%,-14.1%,-4.6%,30.7
CC(N)c1csc(Nc2ccc(C(=O)NCCCO)cn2)n1 (stereo not drawn),·,1.6%,75.4%[activator],·,·,·,21.1
O=C(CCNC(=O)c1ccccc1)Nc1cccnc1,0.1%,-6.2%,-5.4%,21.5%,-13.4%,5.7%,24.0
CC1(C)CC(=O)C=C(Nc2ccc(S(N)(=O)=O)cc2)C1,?,2.2%,-3.3%,18.5%,-17.4%,-1.1%,-2.6
CCCCN(C)CC(O)Cn1cc(/C=C/C(=O)c2ccc(Br)cc2)c2ccccc21 (stereo not drawn),16.6%,3.5%,·,·,·,·,-107.0*
CCCCCC(=O)N/N=C/c1ccco1,3.6%,-4.6%,22.8%,9.4%,-4.0%,-1.4%,-35.1
Cc1nc2cc(-c3ccc(Cl)cc3)nn2c(C)c1CCC(=O)NCc1ccco1,?,-2.8%,0.0%,10.8%,-8.6%,-5.4%,7.6
Cc1ccc2c(c1)sc(=NC(=O)C1CC1)n2C,-1.8%,0.6%,3.5%,4.7%,-4.0%,-4.5%,1.8
CCOC(=O)c1cncc(C#CCO)c1,-3.7%,-11.0%,-10.5%,15.0%,-5.6%,-0.5%,13.9

Profiles, looked up by structure:
CNc1csc(C)c(C)c1=O in the list: AmpC detergent = 2.3%; Tb PYK inh = -0.1%; AMA1 RON2 block = -5.1%; HCV inh = -7.1%; AmpC no deterg = -14.1%; LmPK inhibitor = -4.6%; HCMV inh = 30.7
Cc1ccccc1OCC(=O)NNC(=O)Nc1ccccc1 in the list: AmpC detergent = 2.5%; Tb PYK inh = -3.7%; AMA1 RON2 block = 61.4%[activator]; HCV inh = 9.1%; AmpC no deterg = -25.4%; LmPK inhibitor = 2.5%; HCMV inh = 102.9

Look-ups from the results shown:
CCCCN(C)CC(O)Cn1cc(/C=C/C(=O)c2ccc(Br)cc2)c2ccccc21 (stereo not drawn) | HCMV inh = -107.0*
CCc1cccc(C)c1NC(=O)C(CC)n1nc(C)c2c(C)n(-c3ccccc3)nc2c1=O (stereo not drawn) | Tb PYK inh = -2.8%
C/C(=N\NC(=O)c1c(Br)c(C)nn1C)c1cccc(NC(=O)C2CCC2)c1 | AMA1 RON2 block = -6.3%
COc1ccc(C(=O)COC(=O)COc2cccc3c2OC(C)(C)C3)c(OC)c1 | HCV inh = -4.6%
